# LMPTP block – LMPTP (human) inhibition; recombinant LMPTP-A, OMFP fluorogenic substrate, fluorescence intensity; inhibition, % at 20 µM; actives 0.22% (n = 360,000); AID 651560;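 active = compounds that cut the enzyme signal by at least half of the control window in the single-dose screen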;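 note: plate controls were DMSO wells with enzyme plus substrate for no effect and substrate without enzyme for full effect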
#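 Buffer or medium: Bis-Tris pH 6.0, DTT, detergent; Assay system: LMPTP-A enzyme; Quantity: 0.625 nM enzyme; Detection: endpoint fluorescence intensity; Times: 50 min dark incubation at room temperature; Controls: substrate-only low control, DMSO enzyme-plus-substrate high control; Doses: single 20 µM dose; Read-out: percent inhibition versus substrate-only and uninhibited controls; Reagent: 400 µM OMFP.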
# STEP inh – inhibitors of human striatal-enriched phosphatase STEP. P54829. recombinant STEP, OMFP fluorogenic substrate, fluorescence. inhibition, % at 20 µM. actives 0.25% (n = 360,000);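 active = inhibition at 20 µM, scaled per plate between control wells, above about 37%, limit read from the data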;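 note: 0% = DMSO with enzyme and substrate and 100% = substrate only without enzyme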
#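 System: isolated STEP enzyme; schedule: 20 min enzyme reaction at room temperature, protected from light; medium: Bis-Tris buffer pH 6.0, 2.5 mM DTT, 0.005% Tween 20; signal: fluorescence, 480/540 nm; dosing: single compound dose of 20 µM, 1% DMSO final; also added: OMFP substrate, 25 µM final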
# MLLE-PAM2 inh – inhibitors of microRNA-mediated deadenylation, human PABP1 MLLE binding. GST-MLLE / FITC-PAM2 fluorescence polarization. inhibition, % at 20 µM. actives 0.36% (n = 360,000); in the data active = inhibition above about 35%, passing the limit was not always enough;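 note: plate controls were DMSO wells with GST-MLLE for no effect and wells lacking GST-MLLE protein for full effect; some results filed as inactive read as strong as hits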
# DNMT1 inh – inhibitors of human DNMT1; DNMT1 molecular beacon, Hinp1I cleavage, fluorescence; AID 588458; inhibition (reported as % activation of signal), % at 10 µM; actives 0.83% (n = 360,000); P26358; in the data active = inhibition above about 50%
# CSN inh – CSN deneddylation inhibition | Q92905 | Purified CSN, SCF-Nedd8-OG deneddylation, fluorescence polarization | inhibition, % at 12.5 µM | actives 0.38% (n = 360,000);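 active = pattern-corrected inhibition above about 35%, with an unprinted fluorescence ratio check between 0.5 and 1.5, limit read from the data, passing the limit was not always enough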;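 note: 0% = enzyme with substrate and 100% = substrate without enzyme; some results filed as inactive read as strong as hits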
# Target sequence (Q92905 whole entry, looked up, one chain of several): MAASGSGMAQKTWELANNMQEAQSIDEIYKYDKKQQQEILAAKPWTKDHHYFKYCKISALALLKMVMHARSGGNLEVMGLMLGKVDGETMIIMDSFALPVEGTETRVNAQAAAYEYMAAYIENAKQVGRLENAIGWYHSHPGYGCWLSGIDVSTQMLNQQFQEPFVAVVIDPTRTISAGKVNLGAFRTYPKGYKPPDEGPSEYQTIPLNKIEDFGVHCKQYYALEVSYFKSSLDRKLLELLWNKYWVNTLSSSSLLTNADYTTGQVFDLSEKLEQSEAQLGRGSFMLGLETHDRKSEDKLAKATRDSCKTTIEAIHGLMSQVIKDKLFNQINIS
#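 assay system = purified human Csn5 enzyme expressed in HEK293T cells | amount = 0.24 nM enzyme | buffer or medium = Tris/NaCl/DTT buffer, pH 7.5 | reagent = 10 nM SCFSkp2-Nedd8OG | compound = one concentration, 12.5 µM, 0.25% DMSO | times = 90 min reaction at room temperature | signal = FP | read-out basis = % inhibition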
# Scp-1 inhibitor – inhibitors of human Scp-1 phosphatase; Q9GZU7; Recombinant Scp1, phosphopeptide, malachite green phosphate absorbance; inhibition, % at 20 µM; actives 0.88% (n = 340,000); AID 493091;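 active = inhibition above about 50% at 20 µM, limit read from the data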;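 note: plate controls were DMSO wells with enzyme for no effect and wells lacking enzyme for full effect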
# Target sequence (Q9GZU7 76-261 limits assumed): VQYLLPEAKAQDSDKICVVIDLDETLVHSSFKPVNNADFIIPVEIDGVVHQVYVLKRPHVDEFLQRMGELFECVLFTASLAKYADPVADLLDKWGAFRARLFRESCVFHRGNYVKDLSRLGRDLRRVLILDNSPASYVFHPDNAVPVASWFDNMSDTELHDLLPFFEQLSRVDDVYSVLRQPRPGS
#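 Times: enzyme reaction 45 min at room temperature, colour 5 min, stabilisation 30 min. Material: SCP-1 catalytic fragment, aa 76-261. Medium: Acidic Tris acetate buffer with magnesium and detergent. Signal: colorimetric free-phosphate detection, absorbance 630 nm. Read-out basis: % inhibition of SCP-1 phosphate liberation. Reagent: Phosphorylated 17-residue peptide substrate.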
# Rpn11 inh – Rpn11 (human) deubiquitinase inhibition | O00487 | human 26S proteasome, Ub4-pepOG fluorescence polarization; 20S core pre-blocked with epoxomicin | actives 0.59% (n = 360,000) | calls only at 20 µM | AID 588493;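 active = inhibition at 20 µM, scaled to each plate's controls, above about 33%, limit read from the data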
# Target sequence (O00487 whole entry, looked up): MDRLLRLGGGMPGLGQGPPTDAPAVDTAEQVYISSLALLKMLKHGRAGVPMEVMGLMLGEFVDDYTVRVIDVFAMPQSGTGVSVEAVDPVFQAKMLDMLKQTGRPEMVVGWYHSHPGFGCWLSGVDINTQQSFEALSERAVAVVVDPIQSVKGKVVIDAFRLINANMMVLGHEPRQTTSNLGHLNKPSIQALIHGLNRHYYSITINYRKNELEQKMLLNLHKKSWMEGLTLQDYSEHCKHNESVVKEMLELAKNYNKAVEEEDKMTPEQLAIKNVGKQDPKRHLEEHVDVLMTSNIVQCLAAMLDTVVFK
# NadD inh – inhibitors of Staphylococcus aureus NadD; purified NadD enzyme, colorimetric absorbance read-out; inhibition, % at 20 µM; actives 0.78% (n = 360,000); AID 602399; in the data active = inhibition above about 26%; note: some compounds past the cut are filed as inactive
# SUMO1-SIM PPI – alters human SUMO1 binding to SIM partners | P63165 | SUMO1 binding to a labelled peptide, TR-FRET, 1 h | inhibition, % at 20 µM | actives 0.33% (n = 360,000) | AID 602429; in the data active = inhibition above about 37%
# Target sequence (P63165 whole entry, looked up): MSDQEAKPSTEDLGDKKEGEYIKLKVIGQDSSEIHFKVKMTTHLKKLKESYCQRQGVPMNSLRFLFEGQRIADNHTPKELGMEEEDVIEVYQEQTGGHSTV
# TbMetRS inhib – Trypanosoma brucei MetRS inhibition | inhibition, % at 11.9 µM | actives 0.4% (n = 360,000) | AID 624268 | purified T. brucei MetRS, ATP depletion, Kinase-Glo luminescence;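 active = inhibition above a per-plate cutoff of the control wells' mean inhibition plus 3 SD, cut at about 5.5% in these data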;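 note: 0% = DMSO wells median and 100% = median of wells with control inhibitor compound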
#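 Assay system: T. brucei methionyl-tRNA synthetase, purified | Medium: HEPES buffer with MgCl2, KCl, DTT, spermine, BSA, pyrophosphatase | Compound: 11.9 µM single point | Incubation: 15 min enzyme-compound preincubation, 2 h reaction, 10 min detection, 25 °C | Measured by: Kinase-Glo luciferase luminescence reporting remaining unconsumed ATP | Measure: % inhibition normalized to control-well medians | Replication: Singlicate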
# Numbers without * were called inactive; i = inactive; . = not tested or not shown; + = active, no number.
# Each structure is followed by: LMPTP block, STEP inh, MLLE-PAM2 inh, DNMT1 inh, CSN inh, Scp-1 inhibitor, Rpn11 inh, NadD inh, SUMO1-SIM PPI, TbMetRS inhib
CCCC(=O)N=C1SC2CS(=O)(=O)CC2N1c1ccc(C(C)=O)cc1 (centres undefined)
→ -1.0, -1, 4, 3, -3, -3, i, -3, -4, -1.6
COc1ccc(-c2c(-c3cc(OC)cc(OC)c3)n(C)c3ccc(-c4ccc(OC)c(F)c4)cc23)cc1
→ 0.6, -2, -15, 5, 2, 0, i, 9, -5, -0.3
COCCNC(=O)Cn1cnc2c(cnn2-c2ccc(C)cc2)c1=O
→ -2.3, 2, 9, 0, 0, 10, i, -2, 5, -1.3
CCN=C(NCC)SC1CC(=O)N(c2ccc(OCC)cc2)C1=O (centres undefined)
→ -0.1, -3, -19, 2, -2, 4, i, -6, 1, -0.7
C=CCn1cc(C(=O)NCc2cccnc2)c(=O)c2cc(S(=O)(=O)N(CC)CC)ccc21
→ 0.7, 0, 12, 1, -3, -4, i, -1, 0, -0.2
COc1ccc(C(CNC(=O)COc2cccc(C)c2)N2CCCC2)cc1 (centres undefined)
→ -0.7, 2, 5, -2, 1, -5, i, 0, 4, -0.1
O=C(N/N=C/c1cccnc1)C1CCCCC1
→ -0.5, 10, 2, 1, 0, -3, i, -3, -1, -0.1
O=C(COC(=O)c1ccc(Br)o1)NCc1ccc(F)cc1
→ 0.9, -3, -5, -1, -1, -6, i, 2, 0, -0.2
Cc1noc(C)c1COc1cccc(C(=O)OC(C)C(=O)Nc2c(C)n(C)n(-c3ccccc3)c2=O)c1 (centres undefined)
→ -1.8, -2, -11, -1, -5, -4, i, -1, 2, 0.6
O=Cc1c(NCc2ccc(Cl)cc2)c2ccccc2[nH]c1=O
→ 1.0, -2, 1, 0, 4, -9, i, -4, 10, -1.3
COc1ccc(C2=NOC(C(=O)Nc3c(C)n(C)n(-c4ccccc4)c3=O)C2)cc1 (centres undefined)
→ -1.8, -1, 11, 2, 4, 13, i, 4, 2, -0.4
Cc1ccccc1Nc1sc(C(=O)Nc2cccc(Cl)c2)c(N)c1C(N)=O
→ 0.0, -6, -7, -16, -5, -1, i, -1, 6, -0.1
CCOc1ccc(CCNC(=O)COC(=O)c2sccc2C)cc1OCC
→ 0.4, 1, 12, 1, -2, -10, i, -2, 4, 0.3
COc1ccc(NC(=O)CCN2CCN(S(=O)(=O)c3ccc(Cl)cc3)CC2)cc1
→ -0.4, 5, -2, 3, -9, -8, i, -3, -1, 0.4
COc1cc2[nH]c(=O)n(CCCCCC(=O)N3CCN(c4ccccc4)CC3)c(=O)c2cc1OC
→ -0.2, 2, 0, -3, -6, -8, i, 6, 3, -0.5

# Brought forward from above: three entries, then new ones.
# Each structure is followed by: LMPTP block, STEP inh, MLLE-PAM2 inh, DNMT1 inh, CSN inh, Scp-1 inhibitor, Rpn11 inh, NadD inh, SUMO1-SIM PPI, TbMetRS inhib
CCOc1ccc(CCNC(=O)COC(=O)c2sccc2C)cc1OCC
→ 0.4, 1, 12, 1, -2, -10, i, -2, 4, 0.3
COc1ccc(NC(=O)CCN2CCN(S(=O)(=O)c3ccc(Cl)cc3)CC2)cc1
→ -0.4, 5, -2, 3, -9, -8, i, -3, -1, 0.4
COc1cc2[nH]c(=O)n(CCCCCC(=O)N3CCN(c4ccccc4)CC3)c(=O)c2cc1OC
→ -0.2, 2, 0, -3, -6, -8, i, 6, 3, -0.5
O=C1N=c2ccc(Br)cc2=C1c1sc(=S)n(NS(=O)(=O)c2ccccc2)c1O
→ 1.9, 2, 19, -1, 7, -8, i, 21, 0, 0.7
CC/C(O)=N\S(=O)(=O)c1ccc(N=NN(C)C)cc1
→ -0.9, 1, 8, 3, -1, 12, i, -4, 4, -0.4
Cc1cc2n(n1)C(c1ccc(O)cc1)Nc1ccccc1-2 (centres undefined)
→ 0.5, -3, -1, -5, -2, 0, i, 4, 3, -1.9
O=C(O)c1cc2nccc(-c3ccc(F)cc3)n2n1
→ 1.5, 3, -8, -2, -6, -9, i, 2, -1, 0.5
c1ccc(-c2cc(NCCN3CCCCC3)c3ccccc3n2)cc1
→ 90*, -4, -1, 44, -6, 1, i, -27, -10, -0.7
COc1ccc(C(C(=O)Nc2ccc(F)cc2)N2CCN(C(=O)c3ccco3)CC2)cc1 (centres undefined)
→ 1.3, ., ., ., -1, ., ., ., -6, -0.1
Cc1nc(Cl)c(C(=O)NC(=O)Nc2cccc(C(F)(F)F)c2)c(C)c1[N+](=O)[O-]
→ 2.5, 0, -2, -2, -3, -8, i, 0, 4, -0.3
O=C1N/C(=C/c2ccc(Br)s2)C(=O)N1c1ccccc1
→ -1.2, 1, 0, 24, 1, -1, i, 2, -6, -0.4
COc1ccc(Cc2nc(-c3ccccn3)no2)cc1OC
→ -1.0, -3, 2, 1, 2, -1, i, 4, 3, -0.3
COc1ccc(CCNC(=O)CCC(=O)N2CCN(S(=O)(=O)c3ccc(Cl)cc3)CC2)cc1OC
→ -0.1, 1, 9, -3, 0, 1, i, 4, 1, -0.9
C[C@@H]1CN([C@@H](C)CO)C(=O)c2cc(Br)cnc2O[C@@H]1CN(C)C(=O)C1CCCCC1
→ -1.3, -2, 14, 6, -2, ., i, 2, 7, -0.4
Cc1ccc(NC(=O)CN2C(=O)N/C(=C\c3ccco3)C2=O)cc1
→ -1.2, -1, 5, -3, 6, -7, +, 3, -20, -0.1
O=C(NC1CCCC1)c1cc(COc2ccc3ncccc3c2)on1
→ 1.4, -1, 3, 1, 2, -14, i, -1, -12, -0.6
Cc1nc2sc(C(=O)OCC(=O)N3c4ccccc4CC3C)c(C)c2c(=O)[nH]1 (centres undefined)
→ 0.3, -1, -15, 0, -2, -9, i, 16, -25, 0.2
CC(=O)Nc1ccc(NC(=O)CCCSc2nc3ccccc3s2)cc1
→ -2.0, -1, 7, 4, 8, -12, i, 4, 4, 0.0
Cc1ccc(CN(c2ccc(C(=O)Nc3ccc4c(c3)OCO4)cc2)S(C)(=O)=O)cc1
→ 0.1, 1, 1, -15, -2, -8, i, -6, -3, -1.0
Cc1[nH]c(C)c(S(=O)(=O)N2CCCCC2C)c1C(=O)N1CCCC1 (centres undefined)
→ -1.9, -1, -9, 2, 1, -3, i, -4, 8, -0.5
COc1ccc(C(=O)NCCCn2ccnc2)cc1[N+](=O)[O-]
→ -2.3, 0, 0, -1, 1, -5, i, -3, -18, -0.5
O=C(Cc1cccc(NC(=O)C2CCN(C(=O)C3CC3)CC2)c1)Nc1cccc(C(=O)N2CCCCC2)c1
→ -1.1, -2, -2, 1, -9, -11, i, 6, -3, 0.4
C#Cc1ccc(NC(=O)C2(C)CCN2C(=O)Cc2ccc(-c3ccccc3)cc2)cc1 (centres undefined)
→ 6.4, 2, -7, -17, 0, ., i, -6, 1, 0.0
CC12CC(c3ccccc3O1)C(C(=O)N1CCOCC1)C(=O)N2 (centres undefined)
→ -1.1, 2, 4, -1, 2, -1, i, -2, 21, -1.3
Cc1cc(C)c(C)c(S(=O)(=O)N[C@@H](C)C(=O)OCC(N)=O)c1C
→ -1.1, -2, -2, 1, 5, -3, i, -8, 1, -1.0
CC(C)C[C@H](NC(=O)c1nc[nH]c1C(=O)N1CCNCC1)C(=O)OC(C)(C)C
→ -3.5, -3, 2, 6, 2, 0, i, 2, -1, -0.4
O=C(/C=C/c1ccc(S(=O)(=O)N2CCOCC2)cc1)NCc1ccccc1F
→ 0.8, -1, -13, 3, 3, 17, i, -2, -17, -0.5
CCOCCCn1c(=S)[nH]c2cc(C(=O)NCCc3ccc(OC)c(OC)c3)ccc2c1=O
→ -2.7, 2, -80, -8, -1, -3, i, 2, -3, -0.1
COc1ccc(CN(C)C[C@H]2OCCCC[C@@H](C)Oc3ccc(NC(=O)c4ccccc4)cc3C(=O)N([C@H](C)CO)C[C@@H]2C)cc1
→ -2.1, -3, 6, 6, -6, ., i, -7, 2, -1.7
CCCCOc1ccc(NC(=O)C2CC=CCC2C(=O)O)cc1 (centres undefined)
→ -1.0, -1, -1, 6, -2, -1, i, 3, 0, -1.1
O=C(c1ccccc1)N1CCC(=O)N1c1ccccc1
→ -2.6, 0, 0, 5, 0, -9, i, -3, -2, -0.7
CCOc1ccccc1N1CCN(C(=O)c2c(CC)noc2C)CC1
→ -0.6, -1, 14, 0, 3, -4, i, 1, 3, 0.1
Cc1nn(-c2ccccc2)c(C)c1/C=N/NC(=O)c1ccccc1NS(=O)(=O)c1cccs1
→ -0.6, -5, 2, -2, 5, -6, i, 15, 15, -0.8
COc1ccc(NC(=O)CS(=O)CC(=O)NCC2OCCc3ccccc32)cc1 (centres undefined)
→ 0.6, -1, 10, -9, 1, 1, i, -1, -3, 0.3
COC(=O)[C@@H](NC(=O)Nc1ccc(C(C)=O)cc1)C(C)C
→ -1.1, -4, 1, 1, 1, 0, i, 2, 0, -0.3
O=[N+]([O-])c1ccc(NN=Cc2ccccc2O)nc1
→ 4.0, 1, -14, -7, -2, -18, i, -1, -14, 0.3
CC(C)c1ccc(NC(=O)N2CCC(c3nc4ccccc4o3)CC2)cc1
→ 0.8, -4, -54, -2, -1, -2, i, -6, -1, -0.6

# Another view of 3 compounds above:
> COc1ccc(NC(=O)CS(=O)CC(=O)NCC2OCCc3ccccc32)cc1 (centres undefined)
  LMPTP block = 0.6
  STEP inh = -1
  MLLE-PAM2 inh = 10
  DNMT1 inh = -9
  CSN inh = 1
  Scp-1 inhibitor = 1
  Rpn11 inh = i
  NadD inh = -1
  SUMO1-SIM PPI = -3
  TbMetRS inhib = 0.3

> COC(=O)[C@@H](NC(=O)Nc1ccc(C(C)=O)cc1)C(C)C
  LMPTP block = -1.1
  STEP inh = -4
  MLLE-PAM2 inh = 1
  DNMT1 inh = 1
  CSN inh = 1
  Scp-1 inhibitor = 0
  Rpn11 inh = i
  NadD inh = 2
  SUMO1-SIM PPI = 0
  TbMetRS inhib = -0.3

> O=[N+]([O-])c1ccc(NN=Cc2ccccc2O)nc1
  LMPTP block = 4.0
  STEP inh = 1
  MLLE-PAM2 inh = -14
  DNMT1 inh = -7
  CSN inh = -2
  Scp-1 inhibitor = -18
  Rpn11 inh = i
  NadD inh = -1
  SUMO1-SIM PPI = -14
  TbMetRS inhib = 0.3

# Bioassay records deposited in PubChem BioAssay by several laboratories.
